Compound activity as filed in PubChem.
PGK inhibitor: qHTS Assay to Find Inhibitors of Phosphoglycerate Kinase | Phosphoglycerate kinase, glycosomal (Trypanosoma brucei brucei), P07378 | PGK/GAPDH coupled, Kinase-Glo luminescence, 60 min | Potency, µM (highest dose often 57.5 µM), for inactives: top-dose activity change, negative = inhibition, most hits filed as inhibitors | 380,000 compounds, 0.043% hits | AID 602233, 2012; also: potency is read from the fitted curve at half-maximal effect; % is scaled to controls: 0 for no effect and ±100 for the full control effect; nearly all actives have a fitted effect of over 60% in size
Target sequence (P07378 whole entry, looked up): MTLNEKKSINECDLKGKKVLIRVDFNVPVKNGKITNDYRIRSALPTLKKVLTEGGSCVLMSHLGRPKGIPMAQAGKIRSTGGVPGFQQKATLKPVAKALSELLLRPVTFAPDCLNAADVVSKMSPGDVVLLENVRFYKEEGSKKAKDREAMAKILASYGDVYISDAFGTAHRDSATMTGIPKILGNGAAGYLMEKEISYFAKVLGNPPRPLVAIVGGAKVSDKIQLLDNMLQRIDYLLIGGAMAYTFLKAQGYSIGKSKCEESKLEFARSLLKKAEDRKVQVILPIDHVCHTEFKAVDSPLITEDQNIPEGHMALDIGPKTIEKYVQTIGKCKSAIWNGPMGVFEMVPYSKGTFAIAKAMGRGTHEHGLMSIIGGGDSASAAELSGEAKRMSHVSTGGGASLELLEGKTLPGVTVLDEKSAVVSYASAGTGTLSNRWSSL
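Luminescent ATP detection (Kinase-Glo Plus) follows a 60-minute room-temperature incubation, with wells lacking PGK as controls. Buffer: 100 mM TEA (pH 7.6), 5 mM MgCl2, 0.01% Tween-20. Coupling enzyme GAPDH (100 nM final) supplies unstable 1,3-BPG in-well.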
GLS inhibitor: qHTS for Inhibitors of Glutaminase (GLS); Glutaminase kidney isoform, mitochondrial (Homo sapiens), O94925; GLS enzymatic activity, qHTS titration; Potency, µM (titrated, usually from 45.5 µM), inactives show at the top dose activity change, negative = inhibition, actives largely listed as inhibitors; 410,000 compounds, 0.21% hits; AID 624170, 2012; also: potency is read from the fitted curve at half-maximal effect; % is scaled to controls: 0 for no effect and ±100 for the full control effect
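Coupled fluorescence readout: glutamate oxidase/HRP/Amplex Red detect glutamate formed by hKGA from L-glutamine (1 mM solution added). Buffer 45 mM KH2PO4 pH 8.2, 0.02% Tween-20; reads at t0 and 30 min RT.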
G9a inh: qHTS Assay for Inhibitors of Histone Lysine Methyltransferase G9a. Histone-lysine N-methyltransferase EHMT2 (Homo sapiens), Q96KQ7. G9a H3K9 monomethylation, AlphaScreen, 2 h. Potency, µM (top dose mostly 102 µM), for inactives: at the highest dose activity, negative = inhibition, most hits filed as inhibitors. 350,000 compounds, 8.8% hits. AID 504332, 2011; also: potency is read from the fitted curve at half-maximal effect; % is scaled to controls: 0 for no effect and ±100 for the full control effect; nearly all actives have a fitted effect of over 75% in size
Target sequence (Q96KQ7 913-1193 limits assumed): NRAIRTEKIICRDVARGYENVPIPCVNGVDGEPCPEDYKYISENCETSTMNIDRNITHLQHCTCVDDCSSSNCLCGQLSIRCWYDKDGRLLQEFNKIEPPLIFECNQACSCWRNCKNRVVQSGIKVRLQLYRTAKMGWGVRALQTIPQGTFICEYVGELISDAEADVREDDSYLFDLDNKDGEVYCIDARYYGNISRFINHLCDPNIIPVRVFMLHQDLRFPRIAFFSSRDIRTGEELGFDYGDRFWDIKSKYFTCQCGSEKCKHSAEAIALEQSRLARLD
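Quantitative HTS format: methyltransferase activity on a biotin-tagged H3K9 peptide is measured by AlphaScreen, using a rabbit anti-monomethyl-H3K9 antibody with streptavidin donor and anti-IgG acceptor beads. Final levels are 20 nM enzyme, 500 nM peptide, 20 uM SAM; 2 h RT.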
JMJD2A Tudor inh: qHTS Assay for Inhibitors of JMJD2A-Tudor Domain. Lysine-specific demethylase 4A (Homo sapiens), O75164. AlphaScreen JMJD2A-Tudor / H3K4me3 peptide binding. Potency, µM (doses to about 114 µM), without a hit: at the top dose activity change, negative = inhibition, usual class: inhibitors. 390,000 compounds, 4.4% hits. AID 504339, 2011; also: potency is read from the fitted curve at half-maximal effect; % is scaled to controls: 0 for no effect and ±100 for the full control effect; nearly all actives have a fitted effect of over 50% in size
HP1b binding inh: HTS for Inhibitors of HP1-beta Chromodomain Interactions with Methylated Histone Tails. Chromobox protein homolog 1 (Homo sapiens), P83916. AlphaScreen HP1-beta / biotin-H3K9me3 peptide binding. Potency, µM (highest dose often 114 µM), for inactives: at the top dose activity change, negative = inhibition, most hits filed as inhibitors. 390,000 compounds, 0.56% hits; also: potency is read from the fitted curve at half-maximal effect; nearly all actives have a fitted effect of over 70% in size; inactives centre near 23
Target sequence (P83916 whole entry, looked up): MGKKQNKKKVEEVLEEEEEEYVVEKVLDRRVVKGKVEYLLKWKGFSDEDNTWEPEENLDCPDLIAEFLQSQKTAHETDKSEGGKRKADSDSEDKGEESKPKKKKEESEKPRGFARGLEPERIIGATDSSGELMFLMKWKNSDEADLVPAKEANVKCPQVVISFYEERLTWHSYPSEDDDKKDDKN
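Compound inhibition of the preformed complex between 50 nM HP1-beta and 50 nM biotinylated H3K9me3 peptide was read by AlphaScreen. Buffer was PBS pH 7.4 with 0.01% Tween-20. Incubations ran 30 min at room temperature, with 10 ug/mL donor/acceptor beads.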
PI4K2A block: qHTS for small molecular inhibitors of PI4K2A. Phosphatidylinositol 4-kinase type 2-alpha (Homo sapiens), Q9BTU6. purified PI4K2A, ADP-Glo luminescence, 1 h; hits give low values. activity change, negative = inhibition, % at 76.9 µM. 420,000 compounds, 0.13% hits; in the data active = activity change below about -50%; inconclusive = mostly about -30% to -49%;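 also: -100% = wells without enzyme as full effect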
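Compounds are screened against recombinant PI4K2A using PI as substrate and ATP, the latter dispensed at 300 microM. Reactions run one hour at ambient temperature before ADP-Glo detection; full inhibition defined by wells lacking enzyme.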
BAZ2B inh: qHTS Assay for Inhibitors of BAZ2B; Bromodomain adjacent to zinc finger domain protein 2B (Homo sapiens), Q9UIF8; AlphaScreen BAZ2B-H3K14Ac peptide displacement; Potency, µM (doses to about 114 µM), without a hit: top-dose activity change, negative = inhibition, hits mostly inhibitors; 360,000 compounds, 4.4% hits; AID 504333, 2011; also: potency is read from the fitted curve at half-maximal effect; % is scaled to controls: 0 for no effect and ±100 for the full control effect; nearly all actives have a fitted effect of over 60% in size
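Inhibition is scored as reduced AlphaScreen emission. The BAZ2B/b-H3(5-23)K14Ac complex (50 nM each) in PBS pH 7.4, 0.01% Tween-20 meets compound (up to 110 uM) for 30 min at RT before bead addition.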
Pin1 inh: qHTS Assay to Find Inhibitors of Pin1; Pin1 FP peptide displacement, HiFluor488, 10 min; Potency, µM (doses to about 115 µM), for inactives: top-dose activity, negative = inhibition, actives largely listed as inhibitors; 390,000 compounds, 0.009% hits; AID 504891, 2011; active = well fitted inhibition curve with a large enough effect in the polarisation, with a control signal flat, not every such curve was filed as active; inconclusive = small, poorly fitted or top-dose-only effect, or effect the other way, or a change in a side signal; inactive = no such curve, though single readings can be large or run the other way; the % refers to the polarisation; also: potency is read from the fitted curve at half-maximal effect; % is scaled to controls: 0 for no effect and ±100 for the full control effect
Target sequence (Q13526 whole entry, looked up): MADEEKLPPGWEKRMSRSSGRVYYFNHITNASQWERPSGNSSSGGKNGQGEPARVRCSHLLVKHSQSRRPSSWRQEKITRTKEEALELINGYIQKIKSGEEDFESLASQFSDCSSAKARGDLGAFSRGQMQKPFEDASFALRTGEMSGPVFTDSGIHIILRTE
POLH inh: qHTS for Inhibitors of Polymerase Eta. 390,000 compounds, 1.2% hits. recombinant Pol eta, fluorescent DNA replication assay. DNA polymerase eta (Homo sapiens), Q9Y253. Potency, µM (titrated, usually from 114 µM), for inactives: at the top dose activity change, negative = inhibition, most hits filed as inhibitors. AID 588591, 2011; also: potency is read from the fitted curve at half-maximal effect; % is scaled to controls: 0 for no effect and ±100 for the full control effect
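Pol eta (10 nM) was preincubated with compounds for 15 min at room temperature, after which fluorescent replication substrate (50 nM final) was added to start the reaction. Fluorescence was read kinetically at 0 and 10 min.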
An asterisk follows results filed as active; i = inactive; u = inconclusive; x = no result given; & = joins results of further samples; [ ] = another dose, or the depositor's remark. Unless noted, calls follow the shape of the dose curve; as a rule, active = well fitted curve in the direction sought with a large enough effect; inconclusive = small, poorly fitted or top-dose-only effect, or another doubt; inactive = no such curve, though single readings can be large; an effect the other way counts as inactive or inconclusive.

SMILES	PGK inhibitor	GLS inhibitor	G9a inh	JMJD2A Tudor inh	HP1b binding inh	PI4K2A block	BAZ2B inh	Pin1 inh	POLH inh
C/C(=N\NC(=O)c1cccs1)c1ccncc1	-2%	-1%	24%	-2%	26%	-3	-20%	1%	-11%
Cc1ccc(SCC(=O)N2CC(C)OC(C)C2)cc1 (centres undefined)	11%	12%	-11%[59 µM]	-6%	43%[activator]	6	8%	7%	-3%
Cc1cc2c(cc1S(=O)(=O)NCc1ccccc1)n(C)c(=O)c(=O)n2C	-6%	-2%	-10%	0%	24%	-17	-33%	0%	-11%
CC1CN(C(=O)c2cc3cc(Cl)ccc3[nH]2)CC(C)O1 (centres undefined)	x	-4%	-7%	0%	42%[activator]	-2	2%	10%	-12%
O=C(OCc1nnc(-c2ccccc2)o1)c1ccc(Cl)cc1	-8%	5%	x	35%	62%[activator]	0	29%	-8%	5%
O=C(O)CCC(=O)NNC(=O)COc1ccc(Cl)cc1Cl	i	0%	x	5%[11.4 µM]	13%	6	-37%	9%	-12%
O=c1cc(-c2ccc([N+](=O)[O-])cc2)nc2cc(-c3ccc(F)cc3)[nH]n12	-8%	16%	-8%[59 µM]	-29%	-5%	2	3%	-4%	20µM*
O=C(N/N=C/c1ccc(O)cc1)c1cc(C23CC4CC(CC(C4)C2)C3)[nH]n1	-3%	1%	-2%	-27%	6%	-2	-28%	u	-16%
CCN(CC(=O)Nc1ccc2c(c1)OCCO2)C(=O)c1ccc(Cl)cc1Cl	-4%	10%	24%[2.33 µM]	-14%	11%	-7	6%	-2%	-5%
CCCCNC(=O)CC1N=C2c3ccccc3N=C(SCC(=O)NCc3ccccc3Cl)N2C1=O (centres undefined)	-7%	-26%	10%[59 µM]	-13%	15%	-3	-4%	-5%	-19%
CC(=O)C1=C(O)C(=O)N(CCN(C)C)C1c1ccc(Cl)cc1 (centres undefined)	-3%	-4%	u	-8%	26%	-2	0%	-3%	-21%
CCCCNC(=O)c1ccc2c(c1)NC(=O)C(CS(=O)(=O)Cc1cccc(C)c1)N2 (centres undefined)	i	-14%	14µM*	-12%	48%[activator]	0	10%[57.1 µM]	u	u

Molecules shown so far containing a halogen:
SMILES	PGK inhibitor	GLS inhibitor	G9a inh	JMJD2A Tudor inh	HP1b binding inh	PI4K2A block	BAZ2B inh	Pin1 inh	POLH inh
CC1CN(C(=O)c2cc3cc(Cl)ccc3[nH]2)CC(C)O1 (centres undefined)	x	-4%	-7%	0%	42%[activator]	-2	2%	10%	-12%
O=C(OCc1nnc(-c2ccccc2)o1)c1ccc(Cl)cc1	-8%	5%	x	35%	62%[activator]	0	29%	-8%	5%
O=C(O)CCC(=O)NNC(=O)COc1ccc(Cl)cc1Cl	i	0%	x	5%[11.4 µM]	13%	6	-37%	9%	-12%
O=c1cc(-c2ccc([N+](=O)[O-])cc2)nc2cc(-c3ccc(F)cc3)[nH]n12	-8%	16%	-8%[59 µM]	-29%	-5%	2	3%	-4%	20µM*
CCN(CC(=O)Nc1ccc2c(c1)OCCO2)C(=O)c1ccc(Cl)cc1Cl	-4%	10%	24%[2.33 µM]	-14%	11%	-7	6%	-2%	-5%
CCCCNC(=O)CC1N=C2c3ccccc3N=C(SCC(=O)NCc3ccccc3Cl)N2C1=O (centres undefined)	-7%	-26%	10%[59 µM]	-13%	15%	-3	-4%	-5%	-19%
CC(=O)C1=C(O)C(=O)N(CCN(C)C)C1c1ccc(Cl)cc1 (centres undefined)	-3%	-4%	u	-8%	26%	-2	0%	-3%	-21%

(list continues)
SMILES	PGK inhibitor	GLS inhibitor	G9a inh	JMJD2A Tudor inh	HP1b binding inh	PI4K2A block	BAZ2B inh	Pin1 inh	POLH inh
O=C(NCCSc1ccc(Cl)cc1)c1ccc(CN2CCOCC2)cc1	-2%	0%	-15%	-3%	23%	2	-3%	-4%	12%
O=C(O)c1ccccc1-c1nc2ccccc2[nH]1	-7%	0%	45µM*	u	13%	-1	-28%	-3%	-14%
CCN(CC)c1nc2ccccc2nc1C(=O)Nc1ccc(C(C)=O)cc1	0%	23%	4%[59 µM]	-16%	10%	-2	-9%	4%	-12%
CCS(=O)(=O)NC(C)C(c1cccs1)N1CCN(c2ccc(OC)cc2)CC1 (centres undefined)	0%	66%[activator]	14µM*	-31%	-17%	0	x	2%	-14%
CCc1ccc(N(C2C=CS(=O)(=O)C2)S(=O)(=O)c2ccc(C)cc2)cc1 (centres undefined)	-4%	12%	18%	-9%	21%	1	-12%	13%	4%
C=CCn1cc(C(C)=O)c(=O)[nH]c1=O	i	0%	14%	-1%	63%[activator]	8	-2%	-1%	-12%
Cc1cccc(C)c1Nc1c(-c2ccsc2)nc2ncccn12	i	13%	u	-13%	23%	3	-36%	5%	-9%
COC(=O)CN1C(=O)CSc2ccc(S(=O)(=O)Nc3ccccc3)cc21	-10%	-12%	-7%[59 µM]	-11%	16%	-4	-9%	-11%	-7%
COc1ccc(Cl)cc1N(CC(=O)NCc1ccccn1)S(=O)(=O)c1ccc(C)cc1	-1%	-3%	x	x	x	-3	x	x	-20%
Cc1ccc(C)c(CN2C(=O)c3ccccc3S(=O)c3ccc(C(=O)NCc4ccco4)cc32)c1 (centres undefined)	-1%	-7%	-36%[59 µM]	-28%	-2%	0	-23%	21%	-4%
O=C(NC1CCCC1)C(c1cccnc1)N(Cc1ccc(F)cc1)C(=O)c1csnn1 (centres undefined)	5%	-4%	16%	-10%	22%	-9	-1%	-4%	-23%
CN(C)c1ccc(NC2=C([N+](=O)[O-])CS(=O)(=O)C2)cc1	x	30%	u	-25%	5%	-63*	u	x	-2%
O=C(NCc1ccc(F)cc1)C(c1ccc(Cl)cc1)N(C(=O)c1csnn1)C1CC1 (centres undefined)	-10%	-7%	11%	2%	14%	14	-13%	7%	-5%
CCC1(CC)C(=O)C2=C3C1[C@H](C(=O)OC)CC(C(=O)OC)C[C@H]3n1c(=O)n(-c3ccccc3)c(=O)n1[C@H]2C (some centres undefined)	-1%	4%	x	-12%&-6%	13%&31%	5	x	u	-18%
CC1=C(C(=O)Nc2cccnc2)C(c2ccc(C(C)C)cc2)n2ncnc2N1 (centres undefined)	0%	18%	-17%[59 µM]	-11%	56%[activator]	5	-3%	0%	-22%
CC1CCCCN1c1nnc(NC(=O)Nc2ccccc2F)s1 (centres undefined)	i	-5%	u	-30%	33%	-2	-3%	-1%	-13%
CC(C)(C)[C@@H]1C=C(C(=O)O)O[C@H](OCc2ccc(CO)cc2)C1	-4%	-2%	-1%[59 µM]	-7%	16%	-3	-10%	0%	-4%
CCCCN1C(=O)C(=O)N(CC(=O)Nc2cc(Cl)ccc2OC)C1=O	5%	10%	9%[59 µM]	-16%	16%	5	1%	-2%	-1%
CC(=O)Nc1ccc(S(=O)(=O)Nc2ccc3c(c2)OCCO3)cc1	6%	12%	u	-9%	41%[activator]	1	-17%	1%	-17%
Nc1nc(-c2ccc3c(c2)CCCC3)cs1	1%	8%	18µM*	u	-33%	-1	45µM*	2%	-9%
O=C1CC(c2nnc(Cc3cccc(Cl)c3)o2)CN1c1ccccc1 (centres undefined)	6%	-2%	-36%[59 µM]	-18%	-10%	-1	-6%	2%	-17%
Cc1ccc(C(=O)NCCc2nnc3ccc(SCC(=O)N4CCCC4)nn23)cc1	-6%	4%	x	-16%	13%	5	-15%	-4%	-19%
COC(=O)c1cccc(NS(=O)(=O)c2ccc(OC)c(C(=O)N3CCOCC3)c2)c1C	-5%	0%	24%	-15%	2%	1	-1%	-10%	-5%
O=C(COC(=O)CCc1nc2ccccc2s1)Nc1ccc(Cl)cn1	-3%	7%	u	-19%	13%	-3	10%	1%	-5%
Fc1ccc(C2CCCN2Cc2nc(-c3cnccn3)no2)cc1 (centres undefined)	1%	-4%	-45%	-17%	15%	2	0%	0%	-11%
Cc1ccc2c(c1)S(=O)(=O)c1ccc3ccccc3c1N2	0%	6%	x	-11%	14%	-1	x	2%	2%
O=C(O)Cc1ccc(NC(=O)CCN2C(=O)c3ccc([N+](=O)[O-])cc3C2=O)cc1	6%	6%	-1%	-5%[11.4 µM]	34%[activator]	-1	-15%	0%	-19%
CN(CC(=O)Nn1cnnc1)S(=O)(=O)c1ccc(Br)cc1	0%	0%	-36%	-14%	31%[activator]	3	-7%	-21%	-1%
Cc1ccc(C(=O)N2CCN(c3ncc(C(F)(F)F)cc3Cl)CC2)s1	-4%	3%	58%[activator]	25%	43%[activator]	-2	-11%	-6%	-14%
CCCc1c(C)[nH]c2ccc(C(=O)O)cc2c1=S	u	7.1µM*	x	-18%[11.4 µM]	u	-14	u	x	3.2µM*

These rows are one share of the data; the hit share may differ from the screen's.
